# NR2E3 ag-1 = NR2E3 agonists in two-hybrid cells, primary screen, cell-based, luminescence, CHO-S, Gal4-NCOR/VP16-NR2E3; luciferase; hit rate 0.35% among 360,000; inhibition of corepressor binding, % at 3.98 µM; AID 602229, 2012;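 active = inhibition above the mean of all tested compounds plus 3 SD, cut at about 70% in these data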;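 also: 0% = DMSO with NR2E3 transfected cells and 100% = cells lacking NR2E3 construct; higher means lower luciferase signal from less NR2E3 corepressor binding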
# Target sequence (Q9Y5X4 whole entry, looked up, the tested form may be a part): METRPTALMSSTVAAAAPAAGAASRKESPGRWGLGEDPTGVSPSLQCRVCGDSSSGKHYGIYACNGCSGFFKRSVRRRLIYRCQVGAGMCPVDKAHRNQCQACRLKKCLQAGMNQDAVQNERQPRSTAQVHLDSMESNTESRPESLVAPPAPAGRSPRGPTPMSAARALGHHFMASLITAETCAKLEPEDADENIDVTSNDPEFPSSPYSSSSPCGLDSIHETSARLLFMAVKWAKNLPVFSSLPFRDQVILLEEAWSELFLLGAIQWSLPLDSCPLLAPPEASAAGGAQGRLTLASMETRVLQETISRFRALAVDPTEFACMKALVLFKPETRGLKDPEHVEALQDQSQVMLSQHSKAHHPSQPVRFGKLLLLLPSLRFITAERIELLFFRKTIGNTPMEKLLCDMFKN
# TRPM1 prom inh = inhibitors of MITF-dependent TRPM1 promoter reporter, primary screen, cell-based, SK-MEL-5, single point, luciferase | AID 488899, 2010 | SK-MEL-5 TRPM1 promoter luciferase, 24 h | hit rate 0.83% among 330,000 | inhibition, % at 12.5 µM;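 active = mean inhibition across replicates of 60% or more, whatever share of single replicates reaches that level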; also: values of inactives mirror those of a sister screen read the other way
# KKLEB cytotox = cytotoxicity in KKLEB CF airway cells, primary screen, cytotoxicity control for CF NF-kB inhibitor project, cell-based, uHTS, fluorescence assay plates; KKLEB CF airway cells viability, ATPlite luminescence, overnight; stronger effect = lower value; cells stimulated with P. aeruginosa culture filtrate; activity change (cytotoxicity), % at 5 µM; hit rate 0.36% among 360,000; AID 602141, 2011;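 active = corrected activity change at or below -50% at 5 µM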
# TWEAK-Fn14 inh = inhibitors of TWEAK-Fn14 signaling, primary screen, luciferase reporter cells, uHTS. TWEAK-stimulated Fn14 reporter cells, luciferase luminescence, 8 h. inhibition, % at 10 µM. hit rate 2% among 360,000. AID 1159606, 2016; in the data active = inhibition above about 50%
# Shn3 3UTR inh = reduction of Shn3 3'UTR firefly luciferase signal, primary screen, Schnurri-3 inhibitor project, cell-based, Clone20 osteoblasts, set 2. Clone20 osteoblast Shn3 3'UTR firefly luciferase, 24 h. inhibition, % at 12.5 µM. hit rate 0.52% among 360,000. AID 588674, 2011;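 active = mean inhibition of at least 75% with every replicate also reaching 75%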;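 also: 0% = median of neutral control wells and 100% = pilot-screen positive control compound; some compounds past the cut are filed as inactive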
# Peg3 promoter = Peg3 promoter-driven luciferase inhibitors, primary screen, cell-based, HeLa, luciferase luminescence | inhibition, % at 20 µM | AID 588405, 2011 | hit rate 1.7% among 360,000 | HeLa PEG-Prom luciferase reporter, overnight;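 active = inhibition of at least 50% at 20 µM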
# aDG glyco up = activators of alpha-DG glycosylation, primary screen, uHTS, Pro5-aDG cells, AlphaScreen | alpha-DG glycosylation AlphaScreen (IIH6); 0% Pro5, 100% B10-LARGE cell signal | activation, % at 10 µM | hit rate 0.22% among 360,000;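 active = activation of at least 8% versus controls, or a plate z-score of at least 8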;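 also: Pro5 are CHO cells carrying HIG-tagged alpha-DG that lacks glycosylation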
# NR2E3 ag-2 = inhibitors of NR2E3-RetCOR corepressor binding, primary screen, NR2E3 agonist project, biochemical, TR-FRET, GST-NR2E3, biotin-RetCOR; 1536-well; hit rate 0.12% among 320,000; AID 2300, 2010; inhibition of corepressor binding, % at 4.78 µM; Photoreceptor-specific nuclear receptor (Homo sapiens), Q9Y5X4;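 active = percent inhibition above the cutoff of mean plus 3 SD of all tested compounds, set per screening campaign, cut at about 20% in these data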;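 also: 0% = DMSO wells and 100% = biotin wells as full block of FRET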
#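 Material: NR2E3–RetCOR corepressor complex / Amount: 1.35 nM GST-NR2E3 / Medium: Tris pH 7.5 / Compound: single nominal compound dose of 4.8 µM / Incubation: 5 h at 4 °C / Technique: TR-FRET, Eu(K)-anti-GST donor, streptavidin-D2 acceptor, ex 340, em 617/671 nm / Read-out basis: percent loss of FRET ratio relative to control wells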
# iPSC survival up = enhancers of single-cell hiPSC survival, primary screen, ATPlite luminescence; AID 602274, 2012; 100% = ROCK inhibitor wells, 0% = DMSO; hit rate 0.044% among 360,000; survival enhancement, % at 20 µM; in the data active = survival enhancement above about 18%;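 also: cells exposed to compounds for 16 hours before the ATP read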
# HIF-2a inh = HIF-2a reporter inhibitors, primary screen, luminescence, 786-0 RCC cells; hit rate 0.72% among 360,000; 786-0 RCC cells HIF-2a reporter, luciferase luminescence, overnight; AID 624352, 2012; inhibition, % at 18.8 µM;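 active = inhibition of the luminescence signal of 40% or more relative to plate controls, in a single-dose primary screen at 18.75 µM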
# CF NFkB block = inhibitors of PAF-induced NF-kB signaling, primary screen, cell-based, GFP fluorescence, uHTS | AID 588850, 2011 | inhibition, % at 5 µM | hit rate 0.86% among 360,000 | KKLEB NF-kB-GFP reporter, GFP fluorescence overnight;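 active = at least 50% inhibition at 5 µM, scaled per plate between neutral and stimulator controls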;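 also: PAF is a Pseudomonas aeruginosa culture filtrate used as stimulus; plate controls were PAF-stimulated DMSO wells for no effect and unstimulated DMSO wells for full effect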
# * marks the source's active call; other numbers are inactive results; . = no result given.
SMILES,NR2E3 ag-1,TRPM1 prom inh,KKLEB cytotox,TWEAK-Fn14 inh,Shn3 3UTR inh,Peg3 promoter,aDG glyco up,NR2E3 ag-2,iPSC survival up,HIF-2a inh,CF NFkB block
Cc1[nH]c2ccccc2c1/C=N/NC(=O)c1cccc(S(=O)(=O)Nc2ccccc2Cl)c1,0,18,-10,2,-14,11,-0.3,1,-2.0,9,-15
COc1ccc(-c2nnc(SCC(=O)N(C)C3CCS(=O)(=O)C3)n2N)cc1OC (centres undefined),22,-8,-14,0,-6,11,0.0,-1,-1.6,11,-6
O=C1C(=O)N(CCCn2ccnc2)C(c2ccc([N+](=O)[O-])cc2)/C1=C(\O)c1ccc2c(c1)OCCO2 (centres undefined),-23,2,2,-3,-11,17,-0.3,2,1.1,3,-17
COc1ccc(N2CCN(C(=O)Cn3cnc4sc(C)c(S(=O)(=O)N5CCOCC5)c4c3=O)CC2)cc1,5,0,-1,8,-6,-13,0.1,-1,0.0,-4,5
CN1C(=O)C(=O)N(c2cccc(C(F)(F)F)c2)C1=O,0,-40,9,-12,0,-1,-0.1,2,-0.3,11,-15
Cc1cccc(C(=O)O/N=C/c2c(Cl)n(C)c3ccccc23)c1,-46,-5,-4,1,-9,-48,-0.1,-2,0.0,-13,11
CCNS(=O)(=O)c1ccc(Br)c(OC)c1,9,-9,8,1,2,-1,0.3,0,-1.6,19,4
O=C(N/N=C\c1cccnc1)c1cc(-c2ccc(Cl)s2)[nH]n1,-24,13,6,8,6,5,-0.2,-1,1.9,3,-6
O=S(=O)(Nc1cccc2ncccc12)c1cccc(C(F)(F)F)c1,7,.,-17,18,25,22,0.0,1,-0.6,0,-24
CC(=O)NCCc1ccc(S(=O)(=O)N2CCOCC2)cc1,-29,4,9,18,-21,5,-0.1,0,-0.7,22,-1
O=C(Nc1ccc2cccnc2c1)c1ccc(Br)cc1,-16,-24,-7,-37,-25,-118,0.0,2,-0.4,-170,-30
CCOC(=O)CNC(=O)CSc1cc(C)nc2ccc(OC)cc12,-25,1,-12,8,2,10,0.7,3,-1.4,5,-5
COc1ccc(S(=O)(=O)N2CCSC2c2ccc(OC)c(OC)c2)cc1 (centres undefined),6,1,-4,-20,26,8,0.0,-1,-2.4,25,8
CC1CCCN(CCCNC(=O)c2cc3c(Cl)nc4ccccc4c3s2)C1 (centres undefined),-3,-6,-22,-103,13,92*,0.6,0,-3.0,25,-12
CCCc1cc(C(=O)Nc2cccnc2)no1,-26,.,-9,3,-26,-148,-0.4,6,-0.5,-188,8
OC(COc1ccccc1)CN1CCN(Cc2ccc3c(c2)OCO3)CC1 (centres undefined),-9,6,-22,-11,8,9,-0.2,0,0.0,13,-16
COc1ccc(N2CCN(C(=O)CCCNC(=O)Cn3cnc4sc(C)c(C)c4c3=O)CC2)cc1,-16,12,10,15,-1,-3,0.0,2,-0.2,6,-33
C=CCN(C(=O)c1csnn1)C(C(=O)NC1CCCCC1)c1ccc(C)cc1 (centres undefined),20,9,-5,1,1,15,-0.1,2,-0.2,7,0
C#CCOCCOCCOCCNc1nc(N2CCN(C(=O)Cn3cc(CCCCN)nn3)CC2)nc(N2CCN(C(=O)Cn3cc(CCCN=C(N)N)nn3)CC2)n1,-16,-8,18,4,0,0,-0.1,4,-2.1,-2,-9
Cc1c(N=C2N=C(NC(=O)c3cccs3)c3ccccc32)c(=O)n(-c2ccccc2)n1C,0,1,-4,15,4,45,-0.4,1,1.2,-49,19
CN1CCS/C1=C/C=C1/SC(=S)N(Cc2ccccc2)C1=O,-65,-52,-9,-11,-37,-112,-0.6,-3,0.1,-176,-19
O=C1N=C(N2C=CC(=C3C=CNC=C3)C=C2)/C(=C/N=NC(=O)c2ccccc2O)S1,-21,1,8,-7,-39,7,-0.5,-16,0.3,10,-1
CC1(C)CNC(=O)c2sc(N3CCCCC3)nc2C1,-14,-20,-3,-7,-1,-50,0.0,-1,2.8,-44,-10
Cc1cc(Cl)ccc1NC(=O)Nc1c(C)n(-c2ccccc2)c(=O)n1C,2,4,8,21,3,8,0.2,-2,3.1,22,3
CC(=O)Nc1ccc(CCCCc2ccc(NC(C)=O)cc2)cc1,-22,-5,29,-7,5,-35,0.0,.,-1.0,-15,-51
O=C(c1ccc(NS(=O)(=O)c2ccc(F)cc2)cc1)N1CCOCC1,-4,-8,2,-8,-3,8,0.1,-2,-0.4,17,14
Oc1ccc(-c2[nH]ncc2-c2ccc(Cl)cc2)c(O)c1,-1,2,-4,18,-6,27,1.1,-4,-0.4,19,20
COc1ccc(OC)c(CNC(=O)c2[nH]c(C(F)(F)F)nc2-c2ccccc2)c1,16,.,-1,1,-11,20,3.1,.,2.4,7,-11
CN(C(=O)COC(=O)c1ccc2c(=O)n3c(nc2c1)CCC3)C1CCS(=O)(=O)C1 (centres undefined),-28,-2,7,0,-10,-13,-0.2,1,-0.3,-20,9
N#CCOc1nc(N2CCOCC2)nc(N2CCOCC2)n1,3,9,-20,-1,-6,3,-0.1,2,-2.4,18,16
COc1ccc(/C=N/NC(=O)c2ccc(N)cc2)cc1Cn1cc([N+](=O)[O-])cn1,-7,1,-5,9,-3,11,-0.3,0,0.6,2,21
O=C(CSc1ccc(-c2ccco2)nn1)Nc1ccccc1,0,0,-3,-10,-12,-13,-0.1,2,0.3,-23,-3
CC(C)c1nc2n[nH]c(N)c2c2c1CCCC2,19,-1,-8,-1,-4,-7,1.1,0,0.1,16,50*
CNC(=O)COc1ccc(Cl)c2cccnc12,-12,13,2,-20,-13,-5,0.1,0,-0.4,-4,-19
NC(=O)CSc1nnc(-c2ccc3c(c2)OCO3)o1,1,-15,2,12,-52,-108,0.1,4,-1.1,-118,9
Cc1nc(N)nc(N)c1/C=C/C(C)(C)c1ccc(Cl)cc1,9,40,-4,36,70,30,0.2,.,-1.2,36,4
CCOc1ccccc1C(=O)NCC(=O)OCc1c(C)noc1C,-2,0,10,-1,1,7,0.6,-1,-0.1,12,-7
Cc1cc(C)nc(NS(=O)(=O)c2ccc(NC(=O)c3ccc(S(=O)(=O)N4CC(C)OC(C)C4)cc3)cc2)n1 (centres undefined),-1,-17,3,21,-15,14,-0.2,2,-3.3,9,-5
Cc1cccc(C)c1OCC(=O)NNC(=S)NC(=O)C1CC1,26,10,-2,-7,46,13,1.2,-3,-0.5,15,-4
CC(=O)N/N=C/c1cc([N+](=O)[O-])ccc1OCCOc1ccccc1,-16,11,-8,5,16,3,0.2,-2,-0.4,-13,-1
CCOC(=O)c1cc2c(ccn2C)n1CC(=O)N(Cc1ccccc1)c1ccccc1,5,4,-11,30,-6,17,0.8,3,-0.6,12,-12
COCCNc1nc(NCCCN2CCCC2=O)c2sccc2n1,9,.,-3,7,10,4,-0.3,.,-2.6,10,11
Cc1cc(NC(=O)c2ccc3[nH]c(C)c(C)c3c2)ccn1,-20,-11,2,14,59,-82,0.8,.,1.5,-108,-9
O=C1N/C(=N\N=C\c2cccnc2)SC1Cc1ccc(SC(F)F)cc1 (centres undefined),14,-2,-24,-99,61,47,1.6,-1,0.3,-3,25
CC1(C)CC(=O)C2=C(C1)N(c1ccccc1C#N)C(N)=C(C#N)C2c1cccs1 (centres undefined),-40,6,2,17,17,28,-0.5,1,-2.0,21,12
Cn1c(=O)c2cc(S(=O)(=O)N3CCOCC3)ccc2n(C)c1=O,6,5,0,-6,2,4,-0.2,0,2.5,7,-22
CCOC(=O)N1CCC(N2CCN(c3cc(C)ccc3C)CC2)CC1,-6,10,-14,8,1,23,0.1,4,2.3,-7,13
CCCNc1nc(C)cc(-c2cc(C(=O)NCc3ccccc3)on2)n1,14,5,-1,4,-1,-7,0.0,0,-4.2,14,-9
COc1ccc(NS(=O)(=O)CC(C)C)c(OC)c1,11,12,-1,10,1,-7,-0.1,5,4.0,10,-5
Cc1cc(Cl)ccc1NC(=S)N1CCN(Cc2ccccc2)CC1,0,6,-1,-15,0,22,0.1,-2,-1.7,16,-1
COC(=O)c1ccc(OCC(=O)NC(C)(C)C)cc1,-15,-14,12,-7,-11,-42,-0.2,2,-1.1,-47,0
Cc1ccc(SCc2c(C(=O)N/N=C/c3ccc4c(c3)OCO4)nnn2-c2nonc2N)cc1,-5,-2,-2,-15,23,-14,0.0,1,-0.3,-3,13

# Complete entries, quoted from the list. Screens in order: NR2E3 ag-1 | TRPM1 prom inh | KKLEB cytotox | TWEAK-Fn14 inh | Shn3 3UTR inh | Peg3 promoter | aDG glyco up | NR2E3 ag-2 | iPSC survival up | HIF-2a inh | CF NFkB block
# Entry for COC(=O)c1ccc(OCC(=O)NC(C)(C)C)cc1 = -15 | -14 | 12 | -7 | -11 | -42 | -0.2 | 2 | -1.1 | -47 | 0
# Entry for CCOC(=O)N1CCC(N2CCN(c3cc(C)ccc3C)CC2)CC1 = -6 | 10 | -14 | 8 | 1 | 23 | 0.1 | 4 | 2.3 | -7 | 13
# Entry for Cc1cc(Cl)ccc1NC(=S)N1CCN(Cc2ccccc2)CC1 = 0 | 6 | -1 | -15 | 0 | 22 | 0.1 | -2 | -1.7 | 16 | -1

# Seven entries already listed, arranged by the value under NR2E3 ag-1, rising.
compound | NR2E3 ag-1 | TRPM1 prom inh | TWEAK-Fn14 inh | Shn3 3UTR inh | Peg3 promoter | aDG glyco up | NR2E3 ag-2 | HIF-2a inh | CF NFkB block
COC(=O)c1ccc(OCC(=O)NC(C)(C)C)cc1 | -15 | -14 | -7 | -11 | -42 | -0.2 | 2 | -47 | 0
CCOC(=O)N1CCC(N2CCN(c3cc(C)ccc3C)CC2)CC1 | -6 | 10 | 8 | 1 | 23 | 0.1 | 4 | -7 | 13
Cc1ccc(SCc2c(C(=O)N/N=C/c3ccc4c(c3)OCO4)nnn2-c2nonc2N)cc1 | -5 | -2 | -15 | 23 | -14 | 0.0 | 1 | -3 | 13
Cc1cc(Cl)ccc1NC(=S)N1CCN(Cc2ccccc2)CC1 | 0 | 6 | -15 | 0 | 22 | 0.1 | -2 | 16 | -1
Cn1c(=O)c2cc(S(=O)(=O)N3CCOCC3)ccc2n(C)c1=O | 6 | 5 | -6 | 2 | 4 | -0.2 | 0 | 7 | -22
COc1ccc(NS(=O)(=O)CC(C)C)c(OC)c1 | 11 | 12 | 10 | 1 | -7 | -0.1 | 5 | 10 | -5
CCCNc1nc(C)cc(-c2cc(C(=O)NCc3ccccc3)on2)n1 | 14 | 5 | 4 | -1 | -7 | 0.0 | 0 | 14 | -9

# This is a random part of the collection. About 4.4% of those tested had a hit in this group.
